High-throughput results deposited in PubChem by National Center for Advancing Translational Sciences (NCATS).
ERK EGF block: EGF-driven ERK pathway inhibition. 0.41% of 130,000 active. HEK293-V1b, EGF-stimulated phospho-ERK AlphaScreen. Potency, µM (doses to about 11.5 µM), for the others: at the highest dose activity change, negative = inhibition, actives largely listed as inhibitors; active = well fitted inhibition curve with a large enough effect; inconclusive = small, poorly fitted or top-dose-only effect, or effect the other way;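 note: plate controls were stimulated vehicle wells for no effect and unstimulated vehicle basal for full effect; nearly all actives have a fitted effect of over 55% in size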
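EGF-stimulated (25 nM, 5 min) phospho-ERK in HEK293 cells stably expressing V1b, cells pretreated 30 min with compound at 37C. Homogeneous AlphaScreen read on lysates.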
* marks the source's active call; other numbers are inactive results; ? = inconclusive; & = joins results of further samples; [ ] = remark or other dose. Potency is the fitted concentration of half-maximal effect. Some of the compounds tested, so the mix of outcomes need not match the whole.

SMILES | ERK EGF block
CC(=O)OC1CC(OC(C)=O)[C@]2(C)C(CC(OC(C)=O)[C@@]3(C)C4=CC(=O)OC(c5ccoc5)[C@]4(C)CCC32)C1(C)C (stereo partly drawn) | -4%
CC(C)C(=O)NC(c1ccc(N(C)C)cc1)c1c(O)ccc2ccccc12 (stereo not drawn) | 3%[57.5 µM]
CCOc1ccc(-c2csc3ncn(-c4ccc(OC)cc4)c(=O)c23)cc1 | -4%
COC(=O)c1ccc(C(NC(=O)OCc2ccccc2)/C(C)=C/[C@@H](C)C(=O)N[C@@H](CO)Cc2ccccc2)cc1 (stereo partly drawn) | 1%
O=C(Nc1ccc(N2CCCCCC2)cc1)c1ccccc1Cl | ?
COc1ccc(NC2CC(=O)N(c3ccc(C(=O)O)cc3)C2=O)cc1 (stereo not drawn) | -15%
C=C1CCN([C@H](C(=O)NCc2ccco2)C(C)C)S(=O)(=O)c2ccccc21 | -2%[57.5 µM]
CCOC(=O)N1CCN(S(=O)(=O)c2ccc(C(=O)Nc3nnc(CC)o3)cc2)CC1 | -2%
CCCCC1=CC2=C(OC(C)=O)C(=O)C(C)(OC(=O)CC)C(=O)C2=CO1 (stereo not drawn) | -8%
Cc1ccc(C(=O)CNc2ccc(F)cc2)cc1 | 8%
Cc1cccc(NC(=S)Nc2ccccn2)c1 | 11%[57.5 µM]
Cc1cccc2cc(C3CC(c4ccco4)=NN3S(C)(=O)=O)c(Cl)nc12 (stereo not drawn) | 5%[57.5 µM]
Cc1ccc(NC(=O)CSc2ncc3ccccn23)cc1 | -8%
CC(C)(C)C(=O)N1CCCC1C(=O)O (stereo not drawn) | -13%[57.5 µM]
O=C(Cc1ccc2c(c1)OCCO2)N1CCN(c2ccccc2)CC1 | 0%
COc1ccc(C(=O)C2CCN(C(=S)NCC3CCCO3)CC2)cc1 (stereo not drawn) | 3%
CCN(CC)S(=O)(=O)c1ccc(Oc2ccccc2OC)cc1 | 5%[57.5 µM]
Cc1c(C)n(CC(O)CN(CCO)CCO)c2ccccc12 (stereo not drawn) | -7%
CCOC(=O)c1cc(-c2ccc(OC)cc2)n(CCC(=O)NC2CCN(Cc3ccccc3)CC2)c1C | -3%
Cc1ccc(C)c(N(CC(=O)Nc2ccc(-c3nc4ccc(C)cc4s3)cc2)S(C)(=O)=O)c1 | 7%
O=C(O)Cc1ccc(O)c(O)c1 | 7%
CCOC(=O)c1ccccc1NC(=O)c1cccc([N+](=O)[O-])c1 | 1%
CN(c1ccc(C(=O)Nc2ccccc2C(=O)N2CCOCC2)cc1)S(C)(=O)=O | -1%
CCN(CC)c1ccc(/C=N/O)cc1 | -1%
Cc1ccc(O)c(C(=O)CC(=O)c2ccccc2Cl)c1 | -10%
COc1ccc(CCC(=O)Nc2ccc(C)c([N+](=O)[O-])c2)cc1 | 4%
O=C(CSc1nc2[nH]ncc2c(=O)[nH]1)c1ccc(Cl)cc1 | -1%
Cc1onc(-c2ccccc2)c1CNS(=O)(=O)c1ccccc1 | -4%[57.5 µM]
COC(=O)c1ccc(NC(=O)Cn2nc(C)cc2C)cc1 | -12%
CCN(CC)c1ccc(/C=N/NC(=S)NC)c(O)c1 | 2%[57.5 µM]

In another format: results already given
O=C(O)Cc1ccc(O)c(O)c1
  ERK EGF block = 7%
CCOC(=O)c1ccccc1NC(=O)c1cccc([N+](=O)[O-])c1
  ERK EGF block = 1%

The listing continues:
SMILES | ERK EGF block
Cc1ccc(S(=O)(=O)CCc2nnc(NC(=O)c3ccco3)s2)cc1 | -3%
O=C(O)c1ccc(Oc2c(C(F)(F)F)oc3cc(O)ccc3c2=O)cc1 | 0%
C#CCCCc1nc2ccccc2c(=O)n1N | 4%
COc1ccc(CCNC(=O)CCCn2c(=O)[nH]c3cc(OC)c(OC)cc3c2=O)cc1OC | -8%
O=C1[C@@H]2[C@@H]3C[C@@H]([C@H]4ON=C(c5ccc(Cl)cc5Cl)[C@@H]34)[C@@H]2C(=O)N1C1CCCCC1 | 2%
COc1ccc(Cc2noc(-c3ccccc3)n2)cc1OC | 0%
Cc1csc(SCC(=O)NC(=O)C2CCCCC2)n1 | 0%
Cc1ccc(N2N=C(c3ccc(Br)cc3)CCC2=O)cc1 | -2%
CC1(C)CC(Nc2ccc(C(F)(F)F)cc2[N+](=O)[O-])CC(C)(C)N1 | 2%
Cc1ccc(-c2nnc(SCC(=O)NC3CC3)n2N)cc1 | 7%[57.5 µM]
O=C(O)c1ccc(N/N=C/c2cccc(F)c2)cc1 | 1%
CN(C)S(=O)(=O)N1CCC(Oc2ccc(C(=O)NCc3cnn(C)c3)cc2)CC1 | -9%
Clc1cccc(C=NC=Nc2cccc(Cl)c2)c1 | -7%
Clc1ccc(Cn2nc(-c3ccccc3)nc2-c2ccccc2)cc1 | 5%
COc1ccc(-c2csc(C3=C(O)CN(CCCN4CCCC4=O)C3=N)n2)cc1OC | 4%

Quoted from the results shown (4 entries):
SMILES | ERK EGF block
CN(C)S(=O)(=O)N1CCC(Oc2ccc(C(=O)NCc3cnn(C)c3)cc2)CC1 | -9%
Clc1cccc(C=NC=Nc2cccc(Cl)c2)c1 | -7%
Clc1ccc(Cn2nc(-c3ccccc3)nc2-c2ccccc2)cc1 | 5%
COc1ccc(-c2csc(C3=C(O)CN(CCCN4CCCC4=O)C3=N)n2)cc1OC | 4%

Further structures
SMILES | ERK EGF block
CCCCC[C@H](O)/C=C/[C@H]1OC(=O)C[C@H](O)[C@@H]1C/C=C\CCCC(=O)O | -4%
O=C(NC1=C(NC2CCS(=O)(=O)C2)C(=O)c2ccccc2C1=O)c1ccccc1 (stereo not drawn) | 14%
C/C(CCN1CCCCc2nc(C)c(C)cc21)=N\O[C@@H](C)c1cn([C@H](CO)Cc2ccccc2)nn1 | 2%
O=C(Cc1ccccc1)Nc1c(C(=O)N2CCCCCC2)cnn1-c1ccccc1 | 2%
Cc1ccccc1/C=C\c1nc2ccccc2c(=O)n1Cc1ccccc1 | 5%
C#CCOCCOCCOCCNc1nc(N2CCN(C(=O)C([C@@H](C)CC)n3cc(C(N)CO)nn3)CC2)nc(N2CCN(C(=O)[C@H](CCC(=O)O)n3cc(C(N)[C@H](C)CC)nn3)CC2)n1 (stereo partly drawn) | -6%[57.5 µM]
COc1c(C)cc(Br)cc1C(=O)Nc1ccc(Cc2ccncc2)cc1 | 7%
CCCNC(=O)c1nn2cc(Br)cnc2c1Br | -6%
O=[N+]([O-])c1ccc(S(=O)(=O)N2CCN=C2SCc2cccnc2)cc1 | 2%
COc1cc(S(=O)(=O)Nc2cc(C)cc(C)c2)ccc1F | 10%
CC(CCc1ccccc1)NC(=O)CNC(=O)COc1ccccc1 (stereo not drawn) | 1%
Cc1cc(C(=O)COC(=O)CNC(=O)c2ccc(Cl)c(Cl)c2)c(C)n1Cc1ccco1 | -5%
Cc1cc(/C=C(\C#N)C(=O)NCCc2c[nH]c3ccccc23)c(C)n1C | 5%
COc1cccc(/C=C/C(=O)OCC(=O)NCCC2=CCCCC2)c1 | 9%
OC[C@H]1NC[C@@H](O)[C@@H](O)[C@H]1O | 1%
O=c1c(Cc2ccc(F)cc2)c(O)ccn1CC1CCCO1 (stereo not drawn) | 0%
NS(=O)(=O)c1ccc(CNC(=S)Nc2ccc(F)c(Cl)c2)cc1 | 3%[57.5 µM]
COc1ccc(-c2nc(NC(=O)c3nc4nccc(C)n4n3)sc2C)cc1 | 4%
CC(=O)c1ccccc1NC(=O)CC1(CC(=O)O)CCCCC1 | -2%
Cc1ccc2nc(C)cc(C(=O)N3CCCC(CO)(Cc4ccccc4C)C3)c2c1 (stereo not drawn) | 5%
CCOC(=O)Cn1cc(/C=C/[N+](=O)[O-])c2ccccc21 | -2%
CCOC(=O)N[C@H](Cc1c[nH]c2ccccc12)C(=O)NC1CC1 | -11%[57.5 µM]
O=c1[nH]c2cc3c(cc2cc1CN(CCN1CCOCC1)C(=S)NCC1CCCO1)OCO3 (stereo not drawn) | -4%
O=C(c1ccccc1)c1ccc(OCC(O)CNC2CCCc3ccccc32)cc1 (stereo not drawn) | -5%
O=C(Oc1cccc(NC(=O)c2cccs2)c1)c1cccc(S(=O)(=O)N2CCCC2)c1 | 5%
N#C/C(=C\Nc1ccc(Cl)cc1)S(=O)(=O)c1ccccn1 | 1%[57.5 µM]
CCCN1CCN(C(=O)Nc2cccc(C(F)(F)F)c2)CC1 | 4%
Cc1ccc(-c2nnn(CC(=O)N(Cc3ccco3)C(C(=O)NC(C)(C)C)c3ccncc3)n2)o1 (stereo not drawn) | -4%
Cc1ccc(S(=O)(=O)CCC(=O)OCc2ccccc2F)cc1 | 0%
CCC(C)n1c(=S)[nH]c2ccccc2c1=O (stereo not drawn) | -2%

Brought forward from above: 4 compounds, followed by the next part.
SMILES | ERK EGF block
CCCN1CCN(C(=O)Nc2cccc(C(F)(F)F)c2)CC1 | 4%
Cc1ccc(-c2nnn(CC(=O)N(Cc3ccco3)C(C(=O)NC(C)(C)C)c3ccncc3)n2)o1 (stereo not drawn) | -4%
Cc1ccc(S(=O)(=O)CCC(=O)OCc2ccccc2F)cc1 | 0%
CCC(C)n1c(=S)[nH]c2ccccc2c1=O (stereo not drawn) | -2%
Cc1ccc(NC(=O)CSc2nnc(NC(=O)c3ccc(S(=O)(=O)N4CCOCC4)cc3)s2)cc1 | -14%
O=C(c1csnn1)N1CCC2(CCN(Cc3cc(C(F)(F)F)cc(C(F)(F)F)c3)CC2)CC1 | -4%
CCCC(=O)C1=C(O)C(C(=O)OC)C(C)(C)CC1=Nc1ccc(Br)cc1 (stereo not drawn) | 0%[57.5 µM]
CCn1cc(C(=O)OCC(=O)Nc2c(C)cccc2C)c(=O)c2ccc(C)nc21 | -10%
O=C(N/N=C/C=C/c1cccc([N+](=O)[O-])c1)C(O)c1ccccc1 (stereo not drawn) | -16%
CN1C(=O)C(O)(CC(=O)c2cccnc2)c2ccccc21 (stereo not drawn) | 2%
CCCCn1c(C(C)NC(=O)COC)nc2ccccc21 (stereo not drawn) | -7%
COCCSc1ccccc1C(=O)Nc1cc(C)ccn1 | 6%
COc1ccc(Nc2ccnc(Nc3ccc(OC)cc3)n2)cc1 | 35µM*
c1ccc(CCCCNCC2COc3ccccc3O2)cc1 (stereo not drawn) | -3%
N[C@@H](COP(=O)(O)O)C(=O)O | -4%&4%
COc1ccc(CC2SC(=Nc3ccc(F)cc3)NC2=O)cc1 (stereo not drawn) | 4%
O=C(/C=C/NCc1ccc(F)cc1)c1ccccc1 | 4%
COc1ccc(/C=C/C(=O)OCC(=O)Nc2ccc(Cl)c(S(=O)(=O)N(C)C)c2)cc1OC | -1%
CN1CCN(C2CCCCCC2)CC1 | -1%
Cn1cccc1/C=C1\SC(=Nc2cccc(O)c2)NC1=O | ?
CC(C)C(=O)N=C1NC(=O)CS1 | 0%
CN(C)c1cc(NC(=O)CN2CCCC2)c2ccccc2n1 | -8%[57.5 µM]
CN=c1c([N+](=O)[O-])nn(-c2ccc3c(c2)OCCO3)n1O | -1%
O=C(COC(=O)c1ccc(Cl)nc1)NCc1ccco1 | -9%
O=C(O)c1ccc(NC(=O)c2cn(-c3ccccc3)nc2-c2ccc(Br)cc2)cc1 | -11%
CCc1ccc(-n2c(=O)c3ccccc3n(CC(=O)C(C)(C)C)c2=O)cc1 | -4%
O=C1CCc2cc(S(=O)(=O)NCCCC(=O)N3CCN(Cc4ccc5c(c4)OCO5)CC3)ccc2N1 | 0%[57.5 µM]
CCn1c(SCC(=O)N/N=C/c2ccc(C)o2)nnc1-c1ccc(C(C)(C)C)cc1 | -1%
C=CCn1c(COc2ccccc2C)nnc1SCC(=O)O | -1%
C#CCn1c(=O)c2c(ncn2C)n(C)c1=O | 2%
CC(NC(=O)COC(=O)CCc1nc2ccccc2c(=O)[nH]1)c1ccccc1 (stereo not drawn) | 2%
O=C(CSc1nnnn1Cc1ccccc1)NC1CCCCC1 | -6%
CCc1ccc(C2NC(=S)NC3=C2C(=O)CCC3)cc1 (stereo not drawn) | 0%
O=c1cc(-c2ccccc2)nc(SCc2ccc(F)cc2)[nH]1 | -5%
Oc1ccc(Cn2cc[nH]c2=S)cc1 | 5%
O=C(NC1CCCC1)c1ccccc1OCc1ccccc1 | 0%
Cn1nc(C(=O)Nc2nc3ccccc3[nH]2)c2ccccc2c1=O | 7%
COc1ccc(NC(=O)CSc2n[nH]c(C(C)C)n2)c([N+](=O)[O-])c1 | -6%
CCC(=O)N(CCc1ccc(OC)c(OC)c1)Cc1cc2ccc(C)cc2n2nnnc12 | 3%
Cc1cc2cc3c(C)cc(=O)oc3c(C)c2o1 | 1%
CCN(C(=O)COC(=O)c1cccc(NS(=O)(=O)c2ccc(F)c(F)c2)c1)C1CCS(=O)(=O)C1 (stereo not drawn) | 7%
CCc1nnc(NS(=O)(=O)c2ccc(N/C=C/C(=O)c3ccc(C)cc3)cc2)s1 | 4%
CCCNC(=O)OCC12CC3CC(CC(C3)C1)C2 | 4%
O=C(NCc1ccco1)c1nnc(Cc2ccc(F)cc2)o1 | -3%
COc1ccc(OC)c(NC(=O)C2=C(C)NC(=O)NC2c2cccs2)c1 (stereo not drawn) | 2%
COc1ccc(NC(=S)NCCCN2CCOCC2)cc1 | 14%[57.5 µM]

Given with values ahead of the structure: part of the list above
ERK EGF block	smiles
-3%	O=C(NCc1ccco1)c1nnc(Cc2ccc(F)cc2)o1
0%	O=C(NC1CCCC1)c1ccccc1OCc1ccccc1
